TAAR1 agonist = human TAAR1 agonism; AID 624467; activation, % at 3 µM; CHO RD-HGA16 TAAR1, Fluo-8 calcium fluorescence; vehicle wells 0%, saturating PEA agonist 100%; 360,000 compounds, 0.99% hits;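 active means activation above the mean activation of all test compounds in the run plus 3 SD, cut at about 38% in these data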
Target sequence (Q96RJ0 whole entry, looked up): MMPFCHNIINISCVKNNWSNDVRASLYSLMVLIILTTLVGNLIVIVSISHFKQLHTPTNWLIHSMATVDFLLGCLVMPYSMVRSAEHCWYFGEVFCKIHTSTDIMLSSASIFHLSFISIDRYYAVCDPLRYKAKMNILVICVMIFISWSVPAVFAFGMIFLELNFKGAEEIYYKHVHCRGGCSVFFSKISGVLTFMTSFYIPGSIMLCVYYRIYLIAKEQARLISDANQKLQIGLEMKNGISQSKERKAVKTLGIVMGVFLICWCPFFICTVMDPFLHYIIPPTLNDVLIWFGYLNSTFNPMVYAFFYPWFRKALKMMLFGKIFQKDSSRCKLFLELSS
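Test system: RD-HGA16 (CHO) cells co-expressing Gα16 and hTAAR1; dosing: one-point dosing at 3 µM (nominal); timing: 17-24 h seeding, 75 min 37 °C dye, 30 min RT; signal: kinetic Fluo-8 calcium fluorescence; read-out basis: % activation relative to PEA EC100 response; controls: DMSO and PEA EC100; replicates: n 1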
CHO parental Ca = signal in parental CHO cells, OX1R antagonist counter-screen. 330,000 compounds, 0.63% hits. parental CHO-K1, ATP-induced calcium, Fluo-8 fluorescence. AID 463079. inhibition, % at 5.6 µM;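 active means inhibition above that plate's mean sample inhibition plus 3 SD, cut at about 26% in these data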;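 further: 0% = ATP-challenged DMSO wells and 100% = DMSO wells without ATP; some compounds past the cut are filed as inactive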
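test system = CHO parental line | reagent = ATP stimulus | measured by = intracellular calcium via Fluo-8 no-wash fluorescent dye | control set = ATP and no-ATP DMSO wells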
TAAR1 antagonist = antagonists of human TAAR1; Q96RJ0; CHO RD-HGA16 TAAR1, Fluo-8 calcium fluorescence, antagonist; inhibition, % at 3 µM; 360,000 compounds, 1.5% hits;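 active means inhibition above a per-plate cutoff, the mean inhibition of test compounds on that plate plus 3 SD, cut at about 49% in these data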;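 further: 0% = DMSO plus EC80 beta-PEA response and 100% = DMSO alone without agonist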
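Assay system: RD-HGA16 CHO cells with stable hTAAR1 and Gα16 / Reagent: EC80 β-phenethylamine stimulus / Doses: 3 µM, single point / Timing: dye loading 75 min at 37 °C, then 30 min room temperature / Measured by: Fluo-8 intracellular calcium dye fluorescence, real-time kinetic reads / Controls: vehicle wells and EC80 agonist wells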
M1 antag = antagonists of human M1 muscarinic receptor | inhibition, % at 3 µM | AID 588852 | 360,000 compounds, 1.3% hits | CHO-K1 hM1, Fluo-8 calcium fluorescence, ACh EC80 antagonist | P11229;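 active means percent inhibition above its own plate's cutoff, namely the mean of that plate's compound wells plus 3 SD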;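 further: peak over basal fluorescence ratio during 140 s after agonist addition; 0% = ACh EC80 plus DMSO and 100% = DMSO alone without agonist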
Target sequence (P11229 whole entry, looked up): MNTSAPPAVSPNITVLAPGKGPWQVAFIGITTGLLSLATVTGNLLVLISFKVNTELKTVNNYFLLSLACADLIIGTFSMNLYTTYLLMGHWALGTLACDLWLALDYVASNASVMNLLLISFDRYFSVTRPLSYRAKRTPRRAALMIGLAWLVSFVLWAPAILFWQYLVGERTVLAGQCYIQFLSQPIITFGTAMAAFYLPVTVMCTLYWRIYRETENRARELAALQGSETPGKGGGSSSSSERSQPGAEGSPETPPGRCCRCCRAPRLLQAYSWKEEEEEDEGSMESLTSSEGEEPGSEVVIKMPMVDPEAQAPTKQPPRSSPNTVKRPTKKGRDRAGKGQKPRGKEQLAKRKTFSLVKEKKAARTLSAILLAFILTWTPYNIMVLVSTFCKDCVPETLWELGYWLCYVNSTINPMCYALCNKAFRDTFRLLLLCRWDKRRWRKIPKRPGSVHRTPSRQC
CHO-K1 Ca ag = counter-screen for M1 agonists: effect in parental CHO-K1 cells; AID 602248; Fluo-8 calcium fluorescence; scaled to maximal ATP response, vehicle zero; 360,000 compounds, 0.48% hits; activation, % at 3 µM; in the data active means activation above about 15%;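 further: untransfected CHO-K1 host cells lacking M1 receptor as counterscreen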
M1 PAM parental = M1 PAM counterscreen hit in parental CHO-K1 cells. ATP EC20, Fluo-8 calcium fluorescence; 0% at ATP EC20, 100% at ATP max. activation, % at 3 µM. 360,000 compounds, 0.02% hits;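 active means activation above the run cutoff, the mean activation of all test compounds plus 3 SD, cut at about 40% in these data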;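 further: peak over basal fluorescence ratio in a 140 s read after ATP addition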
M1 ag = activates human CHRM1 receptor; CHO-K1 hM1, Fluo-8 calcium fluorescence, agonist mode; 0% DMSO, 100% acetylcholine EC100; activation, % at 3 µM; 360,000 compounds, 0.33% hits;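 active means activation above the run's mean compound activation plus 3 SD, cut at about 16% in these data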;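 further: peak over basal fluorescence ratio within a 140 s kinetic read after compound addition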
CHO-K1 Ca antag = counter-screen for M1 antagonists: effect in parental CHO-K1 cells; AID 602250; 360,000 compounds, 0.6% hits; ATP-induced calcium, Fluo-8 fluorescence; inhibition, % at 3 µM;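 active means inhibition above a per-plate cutoff, the plate's mean sample inhibition plus 3 SD, cut at about 24% in these data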;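 further: 0% = DMSO plus EC80 ATP and 100% = DMSO alone without ATP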
OXTR potentiator = human OXTR potentiation; activation, % at 3 µM; CHO-OTR cells, Fluo-8 calcium fluorescence, potentiator mode; 0% = oxytocin EC15, 100% = EC100; P30559; AID 2445; 320,000 compounds, 0.061% hits;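 active means activation above that plate's cutoff, the mean activation of tested compounds plus 3 SD, cut at about 6.6% in these data, passing the limit was not always enough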;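 further: 100% uses oxytocin at 75 nM as the full agonist control; some results filed as inactive read as strong as hits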
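Dosing: Single dose, 3.0 µM nominal final compound concentration | Material: Human OTR in CHO cells | Technique: Kinetic Fluo-8 calcium fluorescence | Benchmarks: EC15 oxytocin alone as 0%, 75 nM oxytocin as 100% | Probe or stimulus: Oxytocin at about EC15, sub-maximal agonist stimulus | Incubation: Compound 6 min at room temperature before oxytocin, 100 s read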
The depositor's hits bear a star; . = not tested or not shown.

SMILES	TAAR1 agonist	CHO parental Ca	TAAR1 antagonist	M1 antag	CHO-K1 Ca ag	M1 PAM parental	M1 ag	CHO-K1 Ca antag	OXTR potentiator
CCOC(=O)N1CCC(NC(=O)C(Cc2ccccc2)NC(=O)C2CCCCC2)CC1 (stereo not drawn)	2	-13	-4	-18	0.3	26	-1	-14	-3
COc1cccc(C(=O)NCCS(=O)(=O)N2CCC3(CC2)OCCO3)c1	0	9	-11	-8	1.0	-22	-1	-11	2
CCOC(=O)CNC(=O)C12CC3CC(C1)CC(c1ccc(C)cc1)(C3)C2	2	-16	-12	4	-0.5	-8	-2	3	-10
COc1ccc([C@@H]2CC=C(C(=O)O)[C@H](c3ccc(F)cc3)N2S(=O)(=O)c2ccc(C)cc2)cc1OC	8	-10	0	-4	-0.1	-6	-4	3	-15
CC(C)(C)C(=O)CSc1ccc(S(=O)(=O)N2CCCC2)cn1	7	-15	15	-8	0.9	-11	1	-7	-9
COc1cccc(NC(=O)CN(C)C(=O)C2CC3C=CC2C3)c1 (stereo not drawn)	2	-3	6	-5	0.4	2	3	-4	-4
O=C(c1ccccc1F)N1CCN(S(=O)(=O)c2ccc(S(=O)(=O)N3CCCCC3)cc2)CC1	4	2	-35	-3	0.1	17	-3	-20	-1
CCOC(=O)C1CCN(C2=NC(=O)/C(=C/c3ccccc3OC)S2)CC1	0	-5	-13	-2	-0.1	25	-6	-17	-15
Cc1nnc(-c2ccccc2)o1	1	0	-23	-22	0.6	13	-1	-6	-1
COc1ccc(NS(=O)(=O)c2ccc(NC(C)=O)cc2)cc1OC	6	5	17	7	0.4	4	-3	4	2
CC(=O)c1ccccc1OC(=O)c1ccc(-c2ccccc2)cc1	0	-13	-25	6	1.6	21	-4	-12	-12
COc1cccc(/C=C2\Oc3cc(OCC(=O)N4CCCCC4)ccc3C2=O)c1OC	4	-19	13	6	7.0	-5	-3	-4	-10
COc1ccc(C(=O)NC(=C(Cl)Cl)S(=O)(=O)c2ccc(C)cc2)cc1	-2	-19	-20	5	-0.3	-6	-6	-3	-5
CCc1ccc2c(c1)C(c1cccs1)=NNC(c1cccnc1)=N2	0	-16	-6	-8	1.0	18	-6	-6	-4
Cc1cccc(C(O)c2ncc(-c3cccc(C(F)(F)F)c3)[nH]2)c1C (stereo not drawn)	10	.	-38	-15	0.8	-7	1	-6	.
Nc1c(C(=O)Nc2ccccc2F)sc2nc(-c3ccco3)ccc12	-1	-14	22	5	0.3	10	-2	-18	-7
Cc1ccccc1CC(=O)N1CCN(C(=O)c2ccco2)CC1	0	-15	4	-5	0.5	8	-3	-13	-3
COCCNC(=S)NNC(=O)c1cc(C2CC2)nc2ccccc12	1	.	-12	-6	0.1	-10	-2	8	.
COc1cc(C)c(S(=O)(=O)NOCc2ccccc2)c(C)c1C	5	-6	-8	-15	-0.1	-12	-8	0	-22
CC(C)C[C@H]1CN([C@@H](CC(C)C)CN2CCCC2CN2C(=S)NC[C@@H]2Cc2ccc(O)cc2)C(=S)N1CCc1ccccc1 (stereo partly drawn)	-1	.	-27	-2	0.3	10	-4	-10	.
Cc1nnc(SCC(=O)Nc2ccc3c(c2)OCO3)s1	2	.	-6	-9	0.7	25	-3	-13	.
CCn1ccnc1CN(C)Cc1cn(-c2ccc(C)cc2)nc1-c1ccc(F)cc1	0	-31	-14	-9	-0.1	4	-9	3	-10
Cc1noc(C)c1COc1cccc(C(=O)NCc2ccccc2Cl)c1	6	-28	3	-21	-0.4	13	-1	-5	-15
O=S(=O)(Nc1c(F)cccc1F)c1ccc(Cl)nc1	0	-15	-14	-9	0.3	-15	0	-1	-12
COc1ccc(OCC(=O)NCCS(=O)(=O)N2CCN(c3ccc(F)cc3)CC2)cc1	5	-14	-12	3	6.3	22	4	-13	-12
S=C(NCCc1ccccc1)NCc1ccccc1Cl	7	-7	-3	5	4.8	18	-8	-8	-7
Cc1ccc(Cl)cc1N1CCN(C(=O)CCCn2c(=O)c3cccn3c3cccnc32)CC1	-1	-22	-18	17	4.1	18	-3	-2	-12
Cc1ccccc1CCNC(=O)C1CCC(=O)N(C2CCCCCC2)C1 (stereo not drawn)	10	-18	-26	-11	2.6	17	-1	-11	-4
COc1cc(/C=C/C(=O)NC(C)(C)C)ccc1OCc1ccccc1	-2	-10	32	0	1.1	16	-6	1	-5
CCCCn1c(N)c(N(CCOC)C(=O)CN2C(=O)NC3(CC(C)CC(C)(C)C3)C2=O)c(=O)[nH]c1=O (stereo not drawn)	11	.	-4	-9	0.4	3	-3	-4	.
C/C=C/c1ccc(OCC(=O)OCC)c(OC)c1	0	2	-8	-4	0.6	2	0	-29	1
Clc1cccc(Cc2nn[nH]n2)c1	2	6	-9	-16	0.9	13	-2	1	2
Cc1cnc(C(=O)OCC(=O)Nc2ccc(C)c(S(=O)(=O)N3CCCCC3)c2)cn1	5	-1	-3	2	1.3	4	-3	-14	-3
CC1Cc2ccccc2N1C(=O)COC(=O)c1cccnc1Cl (stereo not drawn)	4	-7	9	-6	1.5	1	1	-6	-2
Cc1ccc(S(=O)(=O)NCc2csc(-c3cccs3)n2)cc1	4	-6	-18	-5	1.6	20	-2	-19	0
O=C(NC1CCCC1)c1ccc(S(=O)(=O)N2CCOCC2)cc1	5	6	-2	-14	0.2	2	-2	-13	0
Cc1nn(Cc2ccccc2Cl)c(C)c1NC(=O)c1ccn(C)n1	-2	5	-10	-3	-0.2	20	-3	-2	-7
CC(C)NC(=O)COc1ccccc1C#N	-1	12	17	-9	0.7	13	-3	-12	-16
CCCc1nn(C)c2c1C(c1ccncc1)C(C#N)=C(N)O2 (stereo not drawn)	1	15	14	-9	0.4	24	-2	-18	-10
CCc1nnc(NC(=O)CSc2nnnn2-c2cccc(C(=O)OC)c2)s1	-3	-36	-22	0	-0.2	6	-2	-9	-11
CS(=O)(=O)Nc1ccc(C(=O)NCCC2=CCCCC2)cc1	5	12	1	-4	0.2	16	-4	-1	2
Cc1nnc(OCc2nc3ccccc3n2C)c2ccccc12	3	-24	-14	-16	0.8	-9	0	25*	-3
CC(C)NC(=O)C1CCN(C2CCN(C(=O)c3scc4c3CCCC4)CC2)CC1	0	-19	10	-11	0.3	10	-3	-6	-13
COCCNC(=O)C1(C)Cc2c(-c3cccc(C(F)(F)F)c3)ccnc2O1 (stereo not drawn)	0	.	-3	-21	0.5	12	-2	-23	.
COc1cccc(/C=C/C(=O)OCC(=O)N(C)CC(=O)Nc2ccccc2Cl)c1OC	9	-12	10	1	0.3	-8	-4	-14	-4
CC(=O)OCCNC(=O)c1cccnc1	6	-7	0	-20	-0.3	-15	1	0	-9
S=c1[nH]cnc2scc(-c3ccccc3)c12	11	7	26	-6	0.0	5	-3	2	6
COc1cc2c(cc1OC)C1(CCCC1)CNC2c1cccc([N+](=O)[O-])c1 (stereo not drawn)	8	-26	3	11	0.5	-12	-12	14	-5
CCOC(=O)CSc1nnc(-c2ccccc2)c(=O)[nH]1	2	-5	5	-6	0.6	19	-5	-4	-1
COc1ccccc1-c1nnc(N)s1	0	0	17	-9	-0.5	-10	1	5	-9
(continued)
SMILES	TAAR1 agonist	CHO parental Ca	TAAR1 antagonist	M1 antag	CHO-K1 Ca ag	M1 PAM parental	M1 ag	CHO-K1 Ca antag	OXTR potentiator
C=COCCNC(=O)C(=O)NC(C)C	3	-6	2	-26	0.5	11	-2	0	-12
COc1ccc(C)cc1S(=O)(=O)N1CCN(C(=O)c2ncoc2-c2cccc(C)c2)CC1	0	-19	-1	-11	1.3	-13	-3	-2	1
CCCc1c(C(=O)N/N=C/c2ccc(OCc3ccccc3)c(OC)c2)nnn1-c1nonc1N	0	-1	-3	12	0.1	1	-3	-3	0
COC(=O)C1=C(C)N(c2ccc(C)cc2)/C(=C/c2ccc(O)cc2)C1=O	2	-17	-28	-3	-0.1	14	-2	-1	-11
Fc1ccc(-n2c(Cc3cccs3)n[nH]c2=S)cc1Cl	-1	-19	-4	-7	-0.1	19	-2	-16	-10
COc1ccc(NC(=S)N(CCC(C)C)C2CCN(C(C)C)CC2)cc1	3	11	-1	0	1.2	18	-10	-20	-17
CC(C)CN(C(=O)CCNC(=O)c1ccccc1Cl)C1CCS(=O)(=O)C1 (stereo not drawn)	4	-2	-8	0	-0.3	-12	2	1	-3
C/C(=N/NS(=O)(=O)c1cccc([N+](=O)[O-])c1)c1ccc2c(c1)OCO2	3	.	-23	-8	-0.1	1	1	6	.
CC(=O)Nc1ccc(/C=N/NC(=O)CNC(=O)c2ccccc2)cc1	5	-3	-22	-7	6.6	-13	-3	-11	-12
CCc1nc2ccc(C(=O)N3CCN(S(=O)(=O)CC)CC3)cn2c1N(CC)CCN(C)C	4	.	2	-22	0.6	-7	-7	6	.
CCOC(=O)N1CCC(NC(=O)Cn2c3c(c(-c4ccccc4Cl)cc2=O)CCC3)CC1	3	-9	-28	-9	0.5	21	-6	-7	1
CCCCCCN1C=C/C(=C\C=C(C#N)C#N)c2ccccc21	10	-1	13	-4	0.9	21	-6	-11	2
CN(C)S(=O)(=O)c1ccc(NC(=O)COC(=O)Cn2[nH]c(=O)c3ccccc3c2=O)cc1	0	-1	-11	-17	0.8	7	-5	-14	0
CCOc1cc(N(CC)CC)ccc1/C=C(/C#N)c1nc2ccccc2[nH]1	48*	70*	92*	52*	19*	-8	36*	21	-24
COc1ccc(N(C(=O)CNC(=O)c2cccs2)C(C(=O)NCC2CCCO2)c2ccccc2)c(OC)c1 (stereo not drawn)	5	-21	-2	-12	-0.1	-4	-4	-20	-8
C/C(=N\NC(=O)c1ccc(NS(=O)(=O)c2cccs2)cc1)c1ccncc1	0	-10	-26	-1	-0.8	-15	-2	5	-7

Full records as entered above.
Profile of C/C(=N\NC(=O)c1ccc(NS(=O)(=O)c2cccs2)cc1)c1ccncc1 → TAAR1 agonist: 0; CHO parental Ca: -10; TAAR1 antagonist: -26; M1 antag: -1; CHO-K1 Ca ag: -0.8; M1 PAM parental: -15; M1 ag: -2; CHO-K1 Ca antag: 5; OXTR potentiator: -7
Profile of CCOC(=O)N1CCC(NC(=O)Cn2c3c(c(-c4ccccc4Cl)cc2=O)CCC3)CC1 → TAAR1 agonist: 3; CHO parental Ca: -9; TAAR1 antagonist: -28; M1 antag: -9; CHO-K1 Ca ag: 0.5; M1 PAM parental: 21; M1 ag: -6; CHO-K1 Ca antag: -7; OXTR potentiator: 1

Screening data deposited in PubChem BioAssay by The Scripps Research Institute Molecular Screening Center.
